Assay outcomes deposited in PubChem BioAssay by National Center for Advancing Translational Sciences (NCATS).
D2 potentiator: D2 dopamine receptor (human) potentiation; P14416; HEK293 T-REx D2, calcium flux, EC20 dopamine potentiation; potentiation, % at 10 µM; hit rate 0.34% among 340,000; AID 485347;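 active means potentiation over 3 SD above the plate norm, cut at about 30% in these data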; further: 0% is about no effect
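Potentiation of an EC20 dopamine calcium response measured kinetically over 180 s, after a preceding 180 s compound-only read flagging agonists. Cells: inducible Hek293 Trex D2 line, 4000/well, cultured overnight at 30 C before dye loading.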
TRHR enhancer: TRH receptor (human) allosteric enhancement; P34981; TRHR cells, fluo-8 calcium fluorescence, EC20 TRH enhancement; enhancement, % at 2 µM; hit rate 0.66% among 360,000; AID 493056; in the data active means enhancement above about 30%; further: 0% is about no effect
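TRHR-expressing cells loaded with fluo-8 calcium dye were read kinetically (ex 480/em 530) during compound addition, then stimulated with an EC20 of TRH (10 nM final). Enhancement of the Gq-mediated intracellular calcium response was scored.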
D2 antagonist: antagonists of human D2 dopamine receptor. HEK293 TREx D2 cells, calcium flux, dopamine EC80. inhibition, % at 10 µM. hit rate 2% among 340,000. AID 485344; in the data active means inhibition above about 30%; further: 0% is about no effect
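Calcium flux kinetic readout in an inducible HEK293 TREx D2 line plated overnight at 30 C. After 180 s compound exposure, an EC80 dopamine challenge follows with another 180 s kinetic read to detect antagonism.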
D1 PAM: human D1 dopamine receptor positive modulation. potentiation, % at 10 µM. hit rate 0.036% among 360,000. AID 504651. HEK293 TREx D1 cells, calcium flux, dopamine EC20 potentiation; in the data active means potentiation above about 30%; further: 0% is about no effect
RXFP1 antagonist: antagonists of human relaxin receptor RXFP1 | activity change, negative = inhibition, % at 57.5 µM | hit rate 0.59% among 350,000 | HEK293-RXFP1, relaxin-stimulated cAMP HTRF, 30 min; stronger effect = lower value | AID 1259400;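 active means activity change of -60% or lower, but not beyond a set lower limit; inconclusive means change between -60% and -40%, or beyond the set limit; inactive means change above -40%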; further: on the % scale 0 is the no-effect control and ±100 the full control effect
Target sequence (Q9HBX9 whole entry, looked up): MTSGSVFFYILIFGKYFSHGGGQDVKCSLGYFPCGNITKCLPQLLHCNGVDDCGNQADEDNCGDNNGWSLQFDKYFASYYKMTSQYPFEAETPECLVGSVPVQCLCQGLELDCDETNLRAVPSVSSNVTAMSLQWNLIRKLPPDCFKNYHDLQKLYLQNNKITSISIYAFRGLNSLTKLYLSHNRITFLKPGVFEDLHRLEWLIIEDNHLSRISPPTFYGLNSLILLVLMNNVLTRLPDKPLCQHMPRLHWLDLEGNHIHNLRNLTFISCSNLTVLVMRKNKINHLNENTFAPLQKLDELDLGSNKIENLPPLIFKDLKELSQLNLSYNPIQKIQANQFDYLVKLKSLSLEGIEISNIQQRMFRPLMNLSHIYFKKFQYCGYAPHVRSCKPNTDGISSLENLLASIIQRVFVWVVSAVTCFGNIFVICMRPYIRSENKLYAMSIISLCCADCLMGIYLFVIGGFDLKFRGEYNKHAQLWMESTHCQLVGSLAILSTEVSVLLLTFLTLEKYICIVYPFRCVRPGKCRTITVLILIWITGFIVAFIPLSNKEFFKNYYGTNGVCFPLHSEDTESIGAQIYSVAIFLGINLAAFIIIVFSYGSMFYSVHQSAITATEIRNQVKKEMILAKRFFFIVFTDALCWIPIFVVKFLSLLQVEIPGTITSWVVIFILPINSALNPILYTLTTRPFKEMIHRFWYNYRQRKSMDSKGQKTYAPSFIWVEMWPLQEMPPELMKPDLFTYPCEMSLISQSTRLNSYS
RXFP1 agonist: agonists of human relaxin receptor RXFP1; Potency, µM (top dose mostly 57.5 µM), for the others: at the top dose activation, usual class: activators; hit rate 0.3% among 370,000; HEK293T-RXFP1 cAMP TR-FRET, 30 min; response scale: percent of porcine relaxin response, buffer zero; Q9HBX9; active means well fitted activation curve with a large enough effect; inconclusive means small, poorly fitted or top-dose-only effect; further: potency means the concentration at half of the fitted maximal effect; on the % scale 0 is the no-effect control and ±100 the full control effect; nearly all actives have a fitted effect of over 60% in size; many of its hits are not listed in these tables
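HEK293 cells stably expressing RXFP1, treated 30 min at 37C with compounds plus PDE4 inhibitor Ro 20174; cAMP measured by HTRF TR-FRET. Normalized to buffer and 29 nM porcine relaxin; EC50 by Hill fit.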
D1 antag: blocks dopamine activation of the human D1 receptor. P21728. AID 504652. activity change, negative = inhibition, % at 10 µM. hit rate 3.2% among 360,000. HEK293 TREx D1 cells, calcium flux, dopamine EC80; stronger effect = lower value; in the data active means activity change below about -30%; further: on the % scale 0 is the no-effect control and ±100 the full control effect
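After overnight tetracycline induction at 30 C, force-coupled D1 HEK293 cells took up a no-wash calcium dye at room temperature. Compounds were added and monitored 180 s, and the response to EC80 dopamine was then recorded.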
D2 ag: agonists of human D2 dopamine receptor | HEK293 T-REx D2 cells, calcium flux agonist mode | activation, % at 2 µM | hit rate 0.53% among 340,000 | P14416;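 active means activation over 3 SD above normal in the single-dose calcium agonist read, cut at about 30% in these data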; further: 0% is about no effect
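Tetracycline-induced HEK293 Trex cells with D2 receptor force-coupled to calcium signaling, plated overnight at 30 C and loaded with no-wash calcium dye. Calcium flux read kinetically for 180 s after compound addition; responses flag agonists.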
D1 ag: agonists of human D1 dopamine receptor | activation, % at 2 µM | P21728 | hit rate 1% among 360,000 | AID 504660 | HEK293 T-REx D1 cells, calcium flux, agonist mode; in the data active means activation above about 30%; further: 0% is about no effect
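Tetracycline-induced HEK293 TREx D1 cells, force-coupled to calcium signalling, were dye-loaded with a no-wash calcium kit. Compound was pin-added after a 10 s baseline. Fluorescence was read kinetically at 1 cycle/s for 180 s, with calcium rises flagged as agonism.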
* = called active by the depositor; u = inconclusive; x = no result given.

SMILES	D2 potentiator	TRHR enhancer	D2 antagonist	D1 PAM	RXFP1 antagonist	RXFP1 agonist	D1 antag	D2 ag	D1 ag
Cc1cccc(C(=O)Nc2cccc(C(=O)OCc3cc(=O)n4c5c(sc4n3)CCCC5)c2)c1	-1	5	x	-1	-19	1.1%	5	1.7	2
FC(F)(F)c1ccccc1-n1ccnc1	3	2	-11	-1	13	-0.1%	4	0.9	-2
CN1CCN(c2nc(-c3ccccc3)nc3c2oc2ccccc23)CC1	9	6	2	-1	-4	3.5%	7	0.8	6
Cc1ccc(C)c(NC(=O)/C(C#N)=C/c2ccc(Sc3nncn3C)c([N+](=O)[O-])c2)c1	-13	-3	-4	-4	x	-0.8%	4	-1.0	4
CCS(=O)(=O)c1nc(NC(C)=O)n[nH]1	7	4	-1	-4	9	1.0%	-46*	0.6	5
O=c1nc(N2CCOCC2)ccn1Cc1ccc(Br)cc1	-9	-1	27	3	3	-0.3%	-2	0.9	3
COc1ccc(C2C(C(C)=O)=C(O)C(=O)N2CCc2c[nH]c3ccccc23)cc1 (configuration not stated)	x	21	x	0	-1	21%	2	x	1
CS(=O)Cc1cc(Oc2ccccc2)nc(-c2ccncc2)n1 (configuration not stated)	-1	-5	-1	0	-8	1.7%	1	0.4	1
COC(=O)c1cc(C(=O)OC)cc(N2C(=O)CC(Sc3nc(C)cc(C)n3)C2=O)c1 (configuration not stated)	-7	-1	10	9	-9	-1.3%	-9	-1.6	4
CCOC(=O)C1CCN(C(=O)CC(C)c2ccccc2)CC1 (configuration not stated)	-8	-1	-28	-5	-8	0.9%	16	0.4	1
CCCC(C)C(=O)OCC(=O)Nc1ccc(Br)cc1 (configuration not stated)	-7	-3	-9	-2	x	0.8%	6	-0.5	1
CCCSc1nc2cc(OC)c(OC)cc2c(=N)n1CCCN1CCOCC1	1	1	-12	-3	-29	4.0%	17	1.2	-1
Cc1ccc(C(=O)NCC(=O)OCc2cc(=O)n3ccsc3n2)cc1	0	-3	x	-8	x	20%	0	-0.3	0
Cn1ncc2cc(NC(N)=S)ccc21	-5	-7	19	2	7	0.4%	-9	-0.5	5
COc1cccc(CNC(=O)CCN2C(=S)NC(C)(C)CC2C)c1 (configuration not stated)	x	4	x	1	13	2.2%	-1	x	3
COc1ccc(/C=N/NC(=O)c2ccn[nH]2)cc1CN1CCOCC1	x	1	x	5	11	0.5%	1	x	0
Cc1nnc(NC(=O)c2ccncc2)s1	1	-1	-3	7	-2	0.9%	-2	-0.2	0
CCOC(=O)C1C(=O)C(C(C)=O)C(=O)CC1CC(C)SCC (configuration not stated)	5	-2	-1	-3	-7	0.5%	-6	-0.3	8
CN1CCCN(C(=O)c2cc(-c3cccc4ccccc34)nc3ccccc23)CC1	-13	3	13	-3	-26	4.8%	1	-0.3	4
CCCCn1c(/C=C/c2ccco2)nc2ccccc21	-18	-9	64*	-5	2	-0.1%	-5	40*	30*

A section taken from the entries so far, as a working copy:
SMILES	D2 potentiator	TRHR enhancer	D2 antagonist	D1 PAM	RXFP1 antagonist	RXFP1 agonist	D1 antag	D2 ag	D1 ag
Cc1cccc(C(=O)Nc2cccc(C(=O)OCc3cc(=O)n4c5c(sc4n3)CCCC5)c2)c1	-1	5	x	-1	-19	1.1%	5	1.7	2
FC(F)(F)c1ccccc1-n1ccnc1	3	2	-11	-1	13	-0.1%	4	0.9	-2
CN1CCN(c2nc(-c3ccccc3)nc3c2oc2ccccc23)CC1	9	6	2	-1	-4	3.5%	7	0.8	6

(listing goes on)
SMILES	D2 potentiator	TRHR enhancer	D2 antagonist	D1 PAM	RXFP1 antagonist	RXFP1 agonist	D1 antag	D2 ag	D1 ag
COc1ccccc1OCC(=O)NCC(C)NC(=O)COc1ccccc1OC (configuration not stated)	7	-3	-5	-3	-11	2.7%	7	0.0	3
O=C(CSCSCC(=O)Nc1ccc2c(c1)OCO2)Nc1ccc2c(c1)OCO2	-9	-5	7	-16	4	3.2%	-25	-0.1	0
COc1ccc(C)cc1Nc1nc2cc(Cl)c(Cl)cc2nc1-n1nc(C)cc1C	-3	2	x	-3	2	1.0%	-7	0.0	1
O=C(CCCC(=O)N(c1ccc2c(c1)OCCO2)C(C(=O)NC1CCCCC1)c1ccc(Cl)cc1)Nc1ccccn1 (configuration not stated)	1	-2	-33	-2	4	0.3%	8	0.5	-1
O=c1oc(CCCO)cc2ccc(C#CC3(O)CCCCC3)cc12	5	0	x	-1	x	2.3%	x	x	4
O=C(CN1CCCC1)Nc1ccc([N+](=O)[O-])cc1	-8	8	5	4	12	1.9%	-13	0.4	2
COc1ccc(-c2cc(-c3ccccc3)nc3c2COc2ccccc2-3)cc1	x	8	x	0	x	-0.1%	8	-0.3	1
COc1ccc(NC(=O)CCCn2c(=O)c3sccc3n(Cc3ccccc3)c2=O)cc1	2	-6	14	-13	-5	0.9%	-34*	-1.5	8
N#Cc1nc(COc2ccccc2)oc1N1CCN(c2cccc(Cl)c2)CC1	x	-2	23	-5	-7	2.0%	9	0.8	3
CC(/C=N\NC(=O)CN1CCN(Cc2ccccc2)CC1)=C\c1ccco1	3	11	-8	4	-6	-2.3%	3	-1.8	6
Nc1ccccc1C(=O)Nc1ccc(Cl)cc1Cl	9	19	-11	5	-10	2.7%	-12	-1.1	1
Cc1nc2ccccc2c(=O)n1CCN1CCOCC1	-9	1	-2	-3	-1	-0.8%	0	0.6	-3
O=C(CCC(=O)N1CCN(S(=O)(=O)c2ccc(Cl)cc2)CC1)Nc1ccc(Cl)cc1Cl	-5	-4	5	0	-7	3.4%	-13	0.7	2
Cn1cc(CN2CCC(C(O)c3cccs3)CC2)c(-c2ccccc2F)n1 (configuration not stated)	-20	-5	1	-6	-4	0.1%	6	7.2	4
CC(C)Oc1cccc(C(=O)C2CCCN(Cc3cnc(N4CCCC4)s3)C2)c1 (configuration not stated)	-15	13	-2	2	-29	0.1%	41	-0.2	14
CC(=O)c1sc(NC(=O)C2CCCN2S(=O)(=O)c2ccccc2F)nc1C (configuration not stated)	1	16	-7	1	1	u	-2	0.5	0
COCCN1CC(C(=O)NCCc2nc(C)c(C)s2)CCC1=O (configuration not stated)	3	-6	-11	2	-8	0.8%	-6	0.1	5
CNC(=O)C(=O)N/N=C/c1ccccn1	16	0	0	8	u	3.1%	-4	0.9	2
CCCSc1nnc(NC(=O)c2cc(=O)c3ccccc3o2)s1	3	2	x	2	-7	-0.7%	-8	-0.1	2
O=C(Nc1nc2ccccc2s1)c1ccc(Cl)s1	-15	-5	-6	x	x	2.9%	-3	1.6	2
CC(C)N1CCC(=NNC(=O)c2cccs2)CC1	-6	12	15	9	5	1.6%	5	0.7	3
COc1cc(/C=C/C(=O)O)cc(S(=O)(=O)Nc2ccc(S(=O)(=O)N3CCCCC3)cc2)c1OC	10	2	-1	-6	-7	0.3%	-3	0.4	2
CNC(=O)/C(=C\c1ccc2c(c1)OCO2)NC(=O)c1ccc(Br)cc1	7	1	4	-4	4	1.4%	-7	0.6	4
O=C1C2C3C=CC(C3)C2C(=O)N1c1ccc2c(c1)CCC2 (configuration not stated)	9	-2	-5	-2	1	-0.4%	-7	0.4	-1
Cc1ccc2c(c1)N(Cc1cccc(C#N)c1)C=NS2(=O)=O	-2	6	-16	-3	-7	1.1%	1	0.3	2
CCN(C(=O)CN1C(=O)NC2(CCCc3ccccc32)C1=O)c1ccc(F)cc1 (configuration not stated)	-3	3	-12	-4	-3	-0.6%	3	0.2	13
COc1ccc(C)cc1NC(=O)C1CCN(S(=O)(=O)c2cc(Br)cc3c2N(C(C)=O)CC3)CC1	-8	-2	x	0	-1	3.8%	-2	-0.1	-3
COc1ccc(-n2nc(C(=O)Nc3cccc(Cl)c3)c3c4ccccc4n(C)c3c2=O)cc1Cl	6	-1	x	2	-2	0.9%	-32*	0.2	2
CCSCCOC(=O)C1=C(C)NC(=O)NC1c1cc(OC)ccc1OC (configuration not stated)	8	2	-3	-1	5	0.8%	-1	0.5	2
O=C(/C=C/c1ccc(Br)cc1)NC(=S)Nc1ccc(S(=O)(=O)Nc2nccs2)cc1	-4	3	-14	4	-15	-1.2%	-15	-1.4	1
O=[N+]([O-])c1ccc(-n2nnnc2-c2ccccc2)c([N+](=O)[O-])c1	-11	-5	-2	4	-5	-0.2%	-4	0.9	3
CCOC(=O)CSc1nnc(Cn2nnc3ccccc32)n1-c1ccc(F)cc1	-3	-10	0	-5	-3	4.1%	-2	0.2	1
CCOc1ccc(C2c3[nH]c4ccccc4c3CCN2C(=O)CCc2ccccc2)cc1 (configuration not stated)	1	6	x	1	-20	2.7%	4	4.7	1
NC(=O)N=Nc1c(O)[nH]c2ccc([N+](=O)[O-])cc12	-4	1	-1	5	3	-0.5%	-4	0.1	0
O=C(COc1ccc(Cl)cc1Cl)NNC(=S)Nc1ccc(F)cc1	-3	7	0	0	24	0.0%	37	1.3	16
CC1=C(C)CC(C(=O)NCCc2ccccc2)C(C(=O)O)C1 (configuration not stated)	-7	12	-1	-4	1	1.4%	7	3.1	1
CCOc1c(CNCCNC(=O)c2nonc2N)cccc1OC	10	-4	-3	-8	-14	0.3%	5	0.7	6
CCCNC(=O)CN1C(=O)COc2ccc(S(=O)(=O)N3CCCC3)cc21	5	-3	x	2	x	2.5%	8	0.6	2
Cc1oc(-c2ccc(Cl)cc2)nc1CS(=O)CC(=O)N1CCN(c2cccc(C(F)(F)F)c2)CC1 (configuration not stated)	-1	-5	x	-8	u	0.5%	-2	0.2	1
C(=C\c1ccc(/C=C/c2ccccc2)nn1)/c1ccccc1	-5	3	5	-7	x	7.6%	14	-0.6	2
COc1ccc(NC(=O)N[C@@H](CCSC)C(=O)O)cc1Cl	2	-1	-2	-5	-5	3.1%	-4	-0.6	4
Cc1cc(C)c(NC(=O)COC(=O)C2CCN(c3ccc(C(F)(F)F)cn3)CC2)c(Cl)c1	-20	-22	7	-10	-12	2.2%	-8	0.7	1
COCCN1CN=C(Nc2nc3ccccc3s2)NC1	15	6	5	-5	-2	-3.1%	-9	0.5	5
COc1ccc(C(=O)OCC(=O)Nc2cc(C)on2)c(OC)c1OC	-2	-3	10	3	1	4.3%	2	0.5	3
Cc1ccccc1-c1nc2c3c(-c4ccccc4)c(-c4ccccc4)oc3ncn2n1	-2	1	x	-1	-10	3.6%	-9	0.4	3
Cc1nn(CC(=O)NC(=O)NC2CCCCC2C)c(=O)c(C#N)c1C (configuration not stated)	0	-2	3	-7	-14	0.3%	-2	0.8	0

Only part of the results is shown; count on the stated rates, not on these rows.
